Source: PubChem BioAssay
Cneo AK release: Cryptococcus neoformans lysis via adenylate kinase release | C. neoformans lysis, adenylate kinase release luminescence, 4 h; normalised: neutral wells 0, clomiphene wells 100 | lysis activity, % at 15 µM | 0.2% of 360,000 active;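 active = mean lysis activity across replicates of at least 80%, whatever share of replicates individually reach that level; inactive = mean lysis activity below 80%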
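Assay system: C. neoformans cells. Amount: yeast cell density of 5 × 10^6 cells/mL. Technique: AK luminescence. Buffer or medium: YPD. Times: static 4 h at 37 °C with compound, 1 h detection. Dosing: single-point compound dose. Read-out: lysis from increased AK signal.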
miR122 inh: miR-122 inhibition in Huh7 cells. 0.3% of 340,000 active. activation (reporter increase), % at 12.5 µM. Huh7 miR-122 Renilla luciferase sensor, 48 h; neutral wells = 0, positive control = 100;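 active = mean replicate activation score at least 90 and every replicate individually at or above 90; inconclusive = only one of the two criteria met; inactive = neither criterion met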;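 note: higher luciferase means less miR-122 activity so hits act as miR-122 inhibitors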
ARNT TACC3 PPI: ARNT/TACC3 interaction disruption | Q9Y6A5 | 0.66% of 390,000 active | AlphaScreen His-ARNT PAS-B/GST-TACC3 binding, luminescence; TACC3 fragment carries E629A point mutation | inhibition, % at 9.99 µM;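 active = mean inhibition of replicates at least 50% and at least half of replicates each reaching 50%; inconclusive = half or more replicates reach 50% but mean below 50%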;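 note: 0% = complete ARNT plus TACC3 wells and 100% = ARNT alone without TACC3; many hits fall short of the cut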
Statin myotox sup: protects C2C12 myotubes from simvastatin toxicity | ATP luminescence, 48 h; scaled: DMSO 0, geranylgeraniol control 100 | rescue of ATP level, % at 7.49 µM | 0.78% of 330,000 active | AID 602340;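 active = mean ATP rescue above about 67%, or every replicate alone reaching that limit, limit read from the data, passing the limit was not always enough; inconclusive = no clear call, values can overlap the other calls; inactive = mean under the limit and some replicate under it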;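 note: myotubes were challenged with 10 µM simvastatin during compound exposure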
SIRT5 block: inhibitors of human sirtuin-5 desuccinylase; Purified SirT5, succinyl-peptide AMC, trypsin-coupled fluorescence; 1.1% of 330,000 active; AID 652115; inhibition, % at 15 µM; Q9NXA8; in the data active = inhibition above about 15%; inconclusive = no clear call, values can overlap the other calls
Target sequence (Q9NXA8 whole entry, looked up): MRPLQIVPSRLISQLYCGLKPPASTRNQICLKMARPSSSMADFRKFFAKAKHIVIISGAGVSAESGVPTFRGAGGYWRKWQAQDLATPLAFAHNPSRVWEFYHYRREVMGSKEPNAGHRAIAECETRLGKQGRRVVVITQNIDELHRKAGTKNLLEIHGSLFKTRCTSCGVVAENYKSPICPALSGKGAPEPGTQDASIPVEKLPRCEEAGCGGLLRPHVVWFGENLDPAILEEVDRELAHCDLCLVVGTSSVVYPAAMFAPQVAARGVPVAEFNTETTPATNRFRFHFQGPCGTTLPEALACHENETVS
ERp5 inh: inhibitors of human ERp5; ERp5 insulin aggregation, absorbance 650 nm, 90 min; inhibition, % at 9.99 µM; 0.05% of 350,000 active;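 active = mean replicate inhibition above about 25%, with every replicate also reaching it, limit read from the data, passing the limit was not always enough; inconclusive = only one of those two criteria met; inactive = neither criterion met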
Target sequence (Q15084 whole entry, looked up): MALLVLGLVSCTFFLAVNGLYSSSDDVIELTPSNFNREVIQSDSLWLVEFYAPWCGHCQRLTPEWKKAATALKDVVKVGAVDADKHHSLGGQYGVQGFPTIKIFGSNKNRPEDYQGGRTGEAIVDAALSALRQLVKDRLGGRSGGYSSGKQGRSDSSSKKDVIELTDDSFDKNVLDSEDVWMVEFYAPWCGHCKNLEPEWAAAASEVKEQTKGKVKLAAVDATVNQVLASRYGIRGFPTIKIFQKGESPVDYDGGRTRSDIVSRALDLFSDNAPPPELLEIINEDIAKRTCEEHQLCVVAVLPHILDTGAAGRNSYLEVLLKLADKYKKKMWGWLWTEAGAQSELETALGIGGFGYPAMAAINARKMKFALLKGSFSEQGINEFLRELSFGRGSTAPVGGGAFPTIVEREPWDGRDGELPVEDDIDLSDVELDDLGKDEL
esBAF inh: SWI/SNF esBAF complex inhibition; mouse ES cells, Bmi1-luciferase knock-in reporter, 24 h; 100% = twice the neutral-well signal; reporter increase, % at 12.5 µM; 2% of 350,000 active; AID 602393; in the data active = activation above about 40%; inconclusive = no clear call, values can overlap the other calls;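 note: 0% = median of the plate's neutral control wells and 100% = double that signal; a rise in the Bmi1 reporter signal indicates esBAF inhibition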
Starred values were filed as active, the others as inactive; ? = inconclusive; . = no result given; & = joins results of further samples; [ ] = remark or other dose.

Structure	Cneo AK release	miR122 inh	ARNT TACC3 PPI	Statin myotox sup	SIRT5 block	ERp5 inh	esBAF inh
O=C(NCC1CCCO1)c1cccs1 (configuration not stated)	-2.1	1.0	18.7	-24.2	-5.8	5.2	-1.1
O=C(CC1CC1)Nc1ccc2c(c1)[C@H]1C[C@@H](CC(=O)N3CCc4ccccc4C3)O[C@@H](CO)[C@H]1O2	57.9	0.7[16.7 µM]	-1.6	-3.5	1.0	12.9	2.9
COc1ccc(-c2nnc3sc(-c4cccs4)nn23)cc1OC	-0.9	-0.6	24.1	7.6	0.7	11.2	10.5
Fc1ccc(CNCc2ccc3c(c2)OCO3)cc1	1.4	-1.8	1.7	-6.6	-1.6	1.2	-1.3
C[C@H]1CN([C@@H](C)CO)C(=O)c2cccc(NC(=O)C3CC3)c2O[C@@H]1CN(C)C(=O)Nc1cccc2ccccc12	-0.2	12.8[16.7 µM]	7.4	-3.1	-0.2	-4.1	5.2
CCOC(=O)CSc1nnc(CSc2nc3sc4c(c3c(=O)[nH]2)CCC4)n1-c1ccccc1	-0.9	-7.1	-0.8	2.9	.	.	2.7
N#Cc1cccnc1N1CCN(C(=O)c2ccc3c(c2)S(=O)(=O)c2ccccc2C3=O)CC1	-7.1	.	.	-0.4	2.5	3.3	-2.2
COc1cccc(CNC23CC4CC(CC(C4)C2)C3)c1OCc1ccccc1	7.7	7.6	12.5	-15.5	-3.1	2.4	-2.9
CCOC(=O)CCSCC(=O)N1N=C(c2cccs2)CC1c1ccc(C)cc1 (configuration not stated)	.	.	-3.1	.	-10.3	6.5	.
COC(=O)c1ccccc1NC(=O)CC(=O)Nc1ccccc1C(=O)OC	-1.4	3.0	-9.5	-18.9	-3.1	-1.8	4.1
Cc1ccccc1Cn1nc(C)c(NC(=O)c2noc3c2CCc2ccccc2-3)c1C	3.4	-7.8	8.1	.	0.6	-3.2	-1.5
COc1ccc(CNC(=O)CN(c2cccc(OC)c2)S(C)(=O)=O)cc1	-1.9	1.8	-11.7	2.7	-10.9	-2.4	-1.5
Cc1cccc(N=C(NO)c2nonc2N)c1	-11.6	0.1	-9.5	-1.4	-3.2	-2.5	0.8
O=C(C1CCOCC1)N1CC[C@@H]2[C@H]1c1cc(-c3cccc(F)c3)ccc1N[C@@H]2CO	-2.0	-2.4[16.7 µM]	-4.5	-15.3	-1.7	3.7	6.4
Cn1nc(C(=O)N2CCN(S(=O)(=O)c3ccccc3)CC2)c2ccccc2c1=O	-0.6	2.4	-2.0	-107.5	.	.	-2.3
O=C(C1CC(=O)N(c2ccccc2)C1)N1CCC(c2nc3ccccc3[nH]2)CC1 (configuration not stated)	1.1	-10.4	.	-6.0	0.8	-0.5	-2.7
COCCNC(=O)c1ccc(CS(=O)(=O)c2ccccc2)o1	4.3	-4.4	1.0	14.2	.	.	-2.4
O=C(Nc1ccccc1C(=O)Nc1ccc(Br)cn1)c1ccccc1Cl	-1.9	1.5	-1.1	3.6	-0.9	-12.7	-1.4
CC(C)Cc1nnc(NC(=O)CCC(=O)NCCc2ccccc2)s1	6.8	-1.4	-2.1	6.9	-5.4	.	5.0
Cc1ccc2c(CNCc3ccccc3)cc(=O)oc2c1	-0.2	-1.9	-2.5	.	2.5	-4.5	.
CCCCC(=O)Nc1ccc(C(=O)Nc2cc(C(F)(F)F)ccc2Cl)cc1	0.4	-0.9	-22.5	.	.	.	.
O=C(O)C(O)(c1ccccc1)C(O)c1ccccc1 (configuration not stated)	.	.	-2.5	5.0	-0.9	-4.9	-4.5
C[C@@H]1CN([C@H](C)CO)C(=O)c2cccc(NC(=O)C3CCOCC3)c2O[C@@H]1CN(C)Cc1ccc(Cl)c(Cl)c1	43.7	14.8[16.7 µM]	-3.7	-23.5	0.5	1.2	1.7
CCNC(=O)Nc1ccc2c(c1)C(=O)N(C)[C@H]1CC[C@@H](CC(=O)NCCN3CCCC3)O[C@@H]1CO2	-3.8	-10.0[16.7 µM]	-2.4	8.4	.	.	2.7
Cc1ccc(S(=O)(=O)Nc2ccc3c(c2)C(=O)N([C@H](C)CO)C[C@@H](C)[C@@H](CN(C)C(=O)c2ccncc2)OCCCC[C@H](C)O3)cc1	-0.2	7.7[16.7 µM]	-4.0	-19.3	.	.	0.7
CC(C)NC(=O)N(C)C[C@@H]1OCCCC[C@@H](C)Oc2ccc(N(C)C)cc2C(=O)N([C@@H](C)CO)C[C@@H]1C	-1.3	3.4[16.7 µM]	13.3	.	3.1	0.2	.
O=C(CCC(=O)N(CC(=O)NC1CCCC1)c1ccccc1F)Nc1nccs1	1.2	-0.6	-10.5	8.0	-0.1	-13.6	-1.8
O=c1[nH]c2cc(C(F)(F)F)ccc2n1-c1cc(C(F)(F)F)ccc1O	1.5	2.8	3.7	0.0	4.5	?	-0.8
CC(=O)Nc1cccc(Oc2ccc3c(c2)C(=O)N(CCC(=O)O)C3=O)c1	-0.7	3.0	-4.7	.	.	.	-4.2
C[C@H]1CN([C@@H](C)CO)C(=O)c2cc(-c3ccncc3)cnc2O[C@H]1CN(C)C(=O)Nc1ccc2c(c1)OCO2	-4.6	18.2[16.7 µM]	-14.3	12.1	-0.6	-5.5	4.7

Looked up by compound from the entries so far:
Structure	Cneo AK release	miR122 inh	ARNT TACC3 PPI	Statin myotox sup	SIRT5 block	ERp5 inh	esBAF inh
Cn1nc(C(=O)N2CCN(S(=O)(=O)c3ccccc3)CC2)c2ccccc2c1=O	-0.6	2.4	-2.0	-107.5	.	.	-2.3
O=C(O)C(O)(c1ccccc1)C(O)c1ccccc1 (configuration not stated)	.	.	-2.5	5.0	-0.9	-4.9	-4.5

Returning to the listing; the 3 compounds before the break are reprinted first.
Structure	Cneo AK release	miR122 inh	ARNT TACC3 PPI	Statin myotox sup	SIRT5 block	ERp5 inh	esBAF inh
O=c1[nH]c2cc(C(F)(F)F)ccc2n1-c1cc(C(F)(F)F)ccc1O	1.5	2.8	3.7	0.0	4.5	?	-0.8
CC(=O)Nc1cccc(Oc2ccc3c(c2)C(=O)N(CCC(=O)O)C3=O)c1	-0.7	3.0	-4.7	.	.	.	-4.2
C[C@H]1CN([C@@H](C)CO)C(=O)c2cc(-c3ccncc3)cnc2O[C@H]1CN(C)C(=O)Nc1ccc2c(c1)OCO2	-4.6	18.2[16.7 µM]	-14.3	12.1	-0.6	-5.5	4.7
Cc1csc(SCC(=O)c2cc(C)n(Cc3cccs3)c2C)n1	-1.4	-9.2	.	6.7	.	.	-70.8
c1ccc(Oc2nc(-c3cccnc3)nc3ccccc23)cc1	-7.6	4.9	-5.7	.	-0.4	-6.1	.
COC(=O)Cc1c(CSc2ccccc2)oc2ccc(O)c(CN(C)C)c12	1.0	-8.5	4.3	-9.9	-3.1	1.9	2.3
CC1CCN(C(=O)CNC(=O)Cn2ccc3ccccc3c2=O)CC1	0.6	-1.6	-3.2	?	0.3	8.0	3.1
O=C(C[C@@H]1CC[C@H]2[C@@H](COC[C@H](O)CN2CC2CCCCC2)O1)NCC1CC1	-0.6	-6.6[16.7 µM]	-6.2	-8.2	-3.1	3.7	-7.1
CC(C(=O)N1CCc2ccccc21)N1CCN(Cc2ccccc2)CC1 (configuration not stated)	2.8	1.2	16.4	3.5	-1.9	1.3	-6.2
CC1CC1C(=O)OCC(=O)Nc1cccc(S(=O)(=O)NC2=NCCCCC2)c1 (configuration not stated)	0.9	-10.5	-0.7	-1.5	4.2	4.5	0.7
Cc1cc2ncc(S(=O)(=O)C(C)(C)C)c(N)n2n1	.	1.7	-2.9	.	-6.5	-4.0	.
O=C(Cn1cccc1C(=O)c1ccccc1)NCCC1=CCCCC1	.	.	-2.9	.	-0.1	8.5	.
Cc1noc(C)c1C(=O)N1CCC1(C)C(=O)NS(=O)(=O)c1cccc(F)c1 (configuration not stated)	-1.1	-6.6	.	8.7	.	1.6	-9.3
CCCC#Cc1ccc([C@@H]2[C@H]3CN(S(=O)(=O)c4ccccc4F)CCCCN3[C@H]2CO)cc1	4.1	-0.1[16.7 µM]	0.0	-8.1	.	.	1.0
COC(=O)Cn1ccc2cc(S(=O)(=O)N3CCCCCC3)ccc21	12.5	.	-4.0	-1.0	-6.3	-1.9	-2.1
C#CC[N+](C)(C)CCCCCCCCC	.	.	-6.8	.	-0.8	-0.9	.
Cc1ccc(S(=O)(=O)N(C)C[C@@H]2Oc3ncc(C#Cc4ccccc4)cc3C(=O)N([C@H](C)CO)C[C@@H]2C)cc1	-1.7	-9.3[16.7 µM]	15.0	32.3	16.5*	-0.2	-0.3
Cc1ccc(C2C(C(=O)c3cc4ccccc4o3)=C(O)C(=O)N2CCN2CCOCC2)cc1 (configuration not stated)	-0.9	3.4	-0.3	-1.2	0.4	-0.5	11.7
CC=Cc1ccc2n(c1=O)C[C@@H]1[C@@H](CO)[C@H](C(=O)NCC(F)(F)F)[C@H]2N1C(=O)C1CCC1 (mixture of isomers)	-8.9	-0.1[16.7 µM]	-2.7	-13.5	-16.6	-1.9	-0.9
CCCNC(=O)N1C[C@H]2[C@@H](c3ccccc31)[C@@H](CO)N2Cc1ccc(F)cc1	-2.2	?	-1.0	3.6	-1.8	3.0	-3.5
CC(C(=O)NC1CCCc2ccccc21)N1CCN(Cc2ccc3c(c2)OCO3)CC1 (configuration not stated)	0.9	-3.8	-4.4	10.7	.	.	-0.2
CCOC(=O)C1CCN(C(=O)c2cc3cc(Br)ccc3oc2=O)CC1	.	.	-3.2	.	-0.5	6.5	.
C[C@@H]1CN([C@H](C)CO)C(=O)c2cc(NC(=O)Nc3ccc4c(c3)OCO4)ccc2O[C@@H]1CN(C)Cc1ccc(C(F)(F)F)cc1	0.5	0.3[16.7 µM]	6.6	.	9.0	2.7	-1.5
C[N+](C)(CC#Cc1ccccc1)CC(=O)c1ccccc1	0.9	3.4	-9.7	.	.	.	.
Cc1cccn2cc(CNc3ccccc3)nc12	-1.4	-6.1	0.2	108.6*	.	.	39.5
COc1cc(/C=C/C(=O)O)ccc1OCc1ccc([N+](=O)[O-])cc1	.	.	-5.0	.	0.0	-3.6	.
COc1ccc(CNC(=O)COC(=O)c2ccc(OCc3c(C)noc3C)cc2)cc1OC	.	.	5.0	.	0.5	-4.1	.
COc1ccc(S(=O)(=O)N(C)C[C@H]2Oc3ccc(NC(=O)Nc4ccc5c(c4)OCO5)cc3CC(=O)N([C@H](C)CO)C[C@@H]2C)cc1	-2.4	1.3[16.7 µM]	-2.9	-3.6	10.8	12.4	-5.2
COCCn1c(SCC(=O)Nc2c(C)n(C)n(-c3ccccc3)c2=O)nnc1-c1ccncc1	-0.1	-2.4	3.5	-8.6	-2.6	-2.2	-2.5
CS(=O)(=O)c1ccccc1C(=O)Nc1cccc(-c2nc3ccccc3o2)c1	11.2	-5.2	-6.4	-16.4	-2.3	2.1	5.8
Cc1cc(C(=O)NNS(=O)(=O)c2ccc(F)cc2)nn1C(C)(C)C	-1.5	-8.0	-3.3	-2.3	-5.0	2.3	-1.7
Cc1cccc(S(=O)(=O)N(C)C[C@@H]2OCc3cnnn3CCCC(=O)N([C@@H](C)CO)C[C@@H]2C)c1	-1.7&3.9&12.4	-3.5	-11.2&2.3	-5.9&-0.7&0.6	0.6&2.1&-5.4	-3.2&-5.4&-6.2	-2.8&0.8&-1.8
CCOc1cc(C(c2c(C)[nH][nH]c2=O)c2c(C)[nH][nH]c2=O)ccc1O	-2.2	-1.2	14.5	.	.	.	.
C/C(=N\NC(=O)c1cccc(C)c1)c1cccc(NC(=O)c2ccco2)c1	-1.0	-4.4	-7.0	0.2	.	.	-11.9
CCOC(=O)c1cc2sccc2n1CC(=O)O	0.0	-1.0	1.4	0.8	0.9	-3.3	-3.9
